VLA-4 inh: inhibition in a human VLA-4 binding assay; actives 0.2% (n = 330,000); VLA-4 expressing cells, ligand binding flow cytometry; inhibition, % (about 7 µM as worked out from the volumes in the protocol); in the data active means inhibition above about 50%
GRK2 aptamer HTS: blocks RNA aptamer binding to human GRK2 | P25098 | bead flow cytometry, FAM-aptamer displacement from GRK2 | inhibition of aptamer binding, % at 10 µM | actives 0.59% (n = 330,000);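 active means inhibition of aptamer binding above 40%, roughly 3 SD of noise, on plates passing a quality check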;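 further: median bead fluorescence of bound FAM aptamer so fluorescent compounds give negative values; no value below 0 was filed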
Target sequence (P25098 whole entry, looked up): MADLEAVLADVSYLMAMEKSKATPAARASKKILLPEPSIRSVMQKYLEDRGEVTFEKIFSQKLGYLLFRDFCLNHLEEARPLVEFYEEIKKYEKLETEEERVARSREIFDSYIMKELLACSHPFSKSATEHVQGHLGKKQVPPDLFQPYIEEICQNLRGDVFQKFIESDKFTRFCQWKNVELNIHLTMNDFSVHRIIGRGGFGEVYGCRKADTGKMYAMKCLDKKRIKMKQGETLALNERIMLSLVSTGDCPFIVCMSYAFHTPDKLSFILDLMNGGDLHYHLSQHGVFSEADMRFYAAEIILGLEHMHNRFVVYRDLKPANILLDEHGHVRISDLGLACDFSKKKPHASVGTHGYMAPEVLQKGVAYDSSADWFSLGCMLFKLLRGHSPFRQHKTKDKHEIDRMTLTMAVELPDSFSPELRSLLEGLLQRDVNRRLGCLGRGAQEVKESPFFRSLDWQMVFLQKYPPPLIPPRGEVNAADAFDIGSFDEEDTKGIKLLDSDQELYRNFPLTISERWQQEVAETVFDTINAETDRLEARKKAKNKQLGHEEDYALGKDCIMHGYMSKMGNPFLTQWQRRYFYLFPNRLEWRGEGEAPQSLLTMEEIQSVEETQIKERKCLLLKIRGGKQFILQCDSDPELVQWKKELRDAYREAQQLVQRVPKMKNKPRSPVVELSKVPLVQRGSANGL
MEX-5 binding: C. elegans MEX-5 TCR-2 RNA binding activity | MEX-5/FITC-TCR2 RNA binding, fluorescence polarization; active compounds read low | activity score (negative = inhibition of binding), % at 10 µM | actives 0.38% (n = 300,000) | AID 1832;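 active means inhibition past about -25% in most replicates, and total fluorescence under double the plate's negative control median, limit read from the data; inconclusive means replicates evenly split on the limit, or fluorescence at least double controls; inactive means too little inhibition in most replicates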;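 further: 0% = DMSO and -100% = 5 µM competing unlabeled TCR2 RNA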
AGP1 TOR yeast: yeast TOR pathway AGP1-GFP modulation; S. cerevisiae AGP1-GFP multiplex flow cytometry, 3 h; GFP as percent of DMSO wells; GFP response vs DMSO, % at 10 µM; actives 0.02% (n = 320,000); AID 2066;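 active means GFP response relative to DMSO above a set limit, near screen average plus 3 SD, cut at about 150% in these data; inconclusive means fewer than 70 cells counted for the yeast strain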;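 further: median GFP channel fluorescence of the gated AGP1 strain per well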
GLD-1 RNA inh: GLD-1-TGE RNA interaction inhibition (C. elegans); Q17339; purified GLD-1 + fluorescein TGE RNA, fluorescence polarization; inhibition, % at 5.96 µM; actives 0.44% (n = 320,000); AID 2280;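 active means percent inhibition above a per-plate cutoff, the plate mean of test compounds plus 3 SD, cut at about 30% in these data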;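 further: 0% = DMSO wells with GLD-1 and probe and 100% = wells lacking GLD-1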
BCLXL inh: Bcl-xL (human) inhibition; actives 0.7% (n = 320,000); Q07817; GST-Bcl-xL / FITC-Bim BH3 peptide fluorescence polarization; inhibition, % at 10.9 µM;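 active means inhibition above the mean of all tested compounds plus 3 SD, cutoff set per campaign, cut at about 30% in these data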;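 further: 0% = DMSO wells and 100% = unlabeled Bim-BH3 peptide competitor; inhibitors lower millipolarization by displacing the labeled peptide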
Target sequence (Q07817 whole entry, looked up): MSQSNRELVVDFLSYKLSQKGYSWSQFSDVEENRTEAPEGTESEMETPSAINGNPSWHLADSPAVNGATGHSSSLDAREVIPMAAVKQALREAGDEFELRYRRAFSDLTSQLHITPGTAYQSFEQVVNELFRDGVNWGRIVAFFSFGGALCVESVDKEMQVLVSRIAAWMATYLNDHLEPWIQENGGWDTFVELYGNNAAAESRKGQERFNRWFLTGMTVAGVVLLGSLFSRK
MCL1-BIM inh: inhibitors of human MCL1 binding to BIM-BH3 peptide. Q07820. GST-MCL1 / FITC-Bim-BH3 fluorescence polarization. inhibition, % at 10.9 µM. actives 0.68% (n = 320,000). AID 2057;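 active means inhibition above the mean inhibition of all tested compounds plus 3 SD, set per campaign, cut at about 40% in these data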;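 further: 0% = DMSO wells and 100% = unlabeled Bim-BH3 peptide control; higher means more loss of mP so more displacement of Bim peptide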
CIT2 TOR yeast: alters CIT2-GFP fluorescence in TOR pathway yeast screen; actives 0.065% (n = 320,000); S. cerevisiae CIT2-GFP strain, flow cytometry, 3 h; 100 means same as DMSO wells; GFP response vs DMSO, % at 10 µM;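 active means GFP response relative to DMSO above a set limit, near the screen mean plus 3 SD, cut at about 150% in these data; inconclusive means Fewer than 70 cells measured for a yeast strain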;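 further: ratio of well median GFP fluorescence to mean of DMSO wells on the plate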
Fam108B inh: counter-screen for RBBP9 inhibitors: inhibitors of mouse Fam108B. recombinant Fam108B, FP-Rh probe fluorescence polarization. inhibition, % at 9.51 µM. actives 0.33% (n = 300,000). AID 1947;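 active means inhibition above the screen mean inhibition plus 3 SD, computed separately per campaign, cut at about 18% in these data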;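 further: inhibitors lower polarization as less probe binds the enzyme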
The depositor's hits bear a star; ? = inconclusive; / = no result given; [ ] = another dose, or the depositor's remark.

Every second line gives: VLA-4 inh, GRK2 aptamer HTS, MEX-5 binding, AGP1 TOR yeast, GLD-1 RNA inh, BCLXL inh, MCL1-BIM inh, CIT2 TOR yeast, Fam108B inh
1: CCC(CC)c1nnc(NC(=O)CN2C(=O)NC3(CCCC3)C2=O)s1
    -4, 0, -1.1, 105[may fluoresce green], -1, 3, -5, 107[may fluoresce green], -1
2: O=C(CNS(=O)(=O)c1ccc(Cl)cc1)OCC(=O)N1CCCc2ccccc21
    9, 3, 0.8, 110, 4, 4, -1, 102, -2
3: CCN(CC)C(=O)CSc1nc2c(sc(=S)n2CC)c(=O)n1-c1ccccc1
    1, 0, 2.4, 107, -2, 3, 9, 103, 0
4: CCOc1ccc(CCNC(=O)CS(=O)(=O)Cc2nc(-c3ccccc3F)oc2C)cc1
    5, 0, -4.1, 102, 2, 0, -3, 101, -1
5: CCC(=O)c1c(CC)c2n3c1CC[C@H]3CCC2
    12, 2, -0.5, 72, 7, 4, -3, 59, 1
6: Cc1cc(C)cc(N(C(=O)c2csnn2)C(C(=O)NC2CCCCC2)c2ccccn2)c1 (centres undefined)
    -1, 1, -0.3, 100, 8, 5, 8, 101, 1
7: Cc1ccc(C(C(=O)NC2CCCC2)N(C(=O)Cc2cccs2)c2cccc(C)c2C)o1 (centres undefined)
    14, 3, -0.1, ?, 3, 3, -3, ?, 1
8: O=C(O)CCCC(=O)Nc1nc2n(n1)C(c1ccc(F)cc1)CC(c1ccc(Cl)cc1)N2 (centres undefined)
    10, 0, -7.9, 116, 2, 6, 7, 101, -1
9: C=CCOc1ccc(CNn2cn[nH]c2=S)cc1OCC
    1, 0, 4.8, 114, 5, -10, -14, 105, 0
10: CS(=O)(=O)Nc1cccc(C2=NN(C(=O)CCCC(=O)O)C(c3cccs3)C2)c1 (centres undefined)
    0, 2, -0.6, 96, -2, -2, 1, 103, 5
11: Cc1ccc(Cl)cc1N1CCN(C(=O)C(C)n2ncn3cccc3c2=O)CC1 (centres undefined)
    20, 1, 0.5, 109, -2, 6, 3, 110, 3
12: CSc1nnc(SCc2nc3sc(C(=O)O)c(C)c3c(=O)[nH]2)s1
    0, 13, -39*, 96, 0, 22, 34, 87, 16
13: c1ccc2c(c1)OCC(c1csc3ncnc(N4CCCCC4)c13)O2 (centres undefined)
    0, 2, -0.5, 102, 0, -1, -2, 103, -1
14: Cc1ccccc1-n1c(C)nnc1SC(C)C(=O)NCC1CCCO1 (centres undefined)
    1, 0, /, 101, 5, 5, 9, 97, /
15: CN(C)c1cccc(C(=O)OCC(=O)Nc2nccs2)c1
    2, 2, -4.8, 98, 2, 1, 4, 99, -4
16: O=C(Cn1cc(C(=O)C(F)(F)F)c2ccccc21)N1CCOCC1
    -1, 0, -2.1, 94, -10, 7, 12, 100, 8
17: CCOc1ccc2nc(SCC3CC3(Cl)Cl)[nH]c2c1 (centres undefined)
    25, 2, 0.0, 112, 4, 3, 6, 100, 3
18: COc1ccc(-c2noc(N3CCC(C(=O)Nc4ccccc4F)CC3)n2)cc1
    17, 0, 0.0, 104, 1, -4, -2, 106, -5
19: CC1Cc2ccccc2N1C(=O)CN1C(=O)NC(C)(c2ccc3c(c2)OCCO3)C1=O (centres undefined)
    8, 0, 0.1, 107, 3, -3, -11, 97, -4
20: O=C(Nc1ccccc1F)c1ccc(Cn2cc(Cl)cn2)cc1
    -11, 3, -2.2, 79, 9, 0, -3, 70, -1
21: Cc1cc(-c2nnc(SCC(=O)Nc3ccc(Br)cc3F)n2N)n[nH]1
    3, 0, 2.8, 101, 6, -4, -6, 101, 0
22: CCOC(=O)c1cc2sccc2n1CC(=O)C(C)(C)C
    2, 0, -0.3, 100, 2, 1, -1, 103, -2
23: COc1cccc(C(=O)Oc2ccc(N3C(=O)CCC3=O)c(C)c2)c1
    -2, 0, -1.1, 46, -3, 7, 10, 86, -5
24: COc1cc2c(cc1NC(=O)CN1C(=O)NC3(CCc4ccccc43)C1=O)oc1ccccc12 (centres undefined)
    16, 0, 3.0, 100, 9, 1, -7, 97, -24
25: CCn1cc(/C=N/NC(=O)c2ccc(C#N)cc2F)c2ccccc21
    9, 0, 1.4, 104, 4, -3, 3, 95, 2
26: Cc1nc2cc(NC(=O)c3ccc(Cl)cc3)ccc2n1C
    2, 3, 0.4, 103, 12, 3, 9, 107, -1
27: Cc1ccc(C2(C(F)(F)F)N=C3Sc4cc(C)ccc4N3C(=O)N2)cc1 (centres undefined)
    9, 0, 1.5, 95, 7, 0, 6, 97, -2
28: CC(=O)c1c(C)[nH]c(C(=O)COC(=O)CCSc2ccccc2)c1C
    7, 7, -0.3, 107, 9, 5, 4, 108, -2
29: Cc1cccc(NC(=O)C2CCN(C(=O)c3ccc(Cl)cc3)CC2)n1
    1, 0, -1.6, 109, -1, 3, 2, 96, 0
30: Cc1c(NC(=O)C(C)SC(=S)N2CCCC2)c(=O)n(-c2ccccc2)n1C (centres undefined)
    6, 6, /, 100, 0, 0, 0, 100, /
31: CC1(C)CC2CC(C)(CN2C(=O)COC(=O)CNC(=O)c2ccc(Cl)c(Cl)c2)C1 (centres undefined)
    6, 0, -3.6, 103, 2, 6, 5, 104, 1
32: Cc1ccc(NC(=S)N(CCN(C)C)C(C)c2ccco2)cc1C (centres undefined)
    14, 8, 1.7, 96, 14, 3, 14, 104, -1
33: COc1cccc(CN2CC(C(=O)N3CCCC3)CCC2=O)c1 (centres undefined)
    4, 1, -2.3, 115, 10, 8, 4, 108, 2
34: COc1cccc(N2CCN(Cc3nc(N)nc(Nc4ccccc4OC)n3)CC2)c1
    12, 0, 1.3, 105, -7, 4, 12, 101, -7
35: CSCCC(NC(=O)c1ccc(Cl)cc1)C(=O)OCC(=O)N1CCCC1=O (centres undefined)
    9, 0, -2.1, 115, 5, 5, 1, 101, 4
36: CCOc1ccc(CC(=O)N2CCN(c3ccc(N4CCOCC4)nn3)CC2)cc1OCC
    -3, 0, 1.5, 102, 2, 3, 0, 103, 0
37: Cc1cc(/C=C2/SC(=O)N(CC(=O)N3CCOCC3)C2=O)c(C)n1-c1ccccc1F
    16, 0, -2.6, 105, 3, 0, 0, 100, -3
38: COc1ccc(-c2nc3ncnn3cc2C)cc1F
    -2, 2, 1.2, 95, -3, -7, -10, 99, 2
39: CCc1ccc(OCC2c3cc(OC)c(OC)cc3CCN2C(=S)NC)cc1 (centres undefined)
    2, 0, 2.2, 94, 6, -2, -1, 87, 0
40: COc1ccc(-c2nc3ccc(C(=O)NCC(OC)OC)cc3nc2-c2ccc(OC)c(OC)c2)cc1OC
    13, 0, 0.3, 105, 1, 3, 0, 99, 2
41: C/C=C/C(=O)OCC(=O)Nc1cccc(Br)c1
    5, 0, -1.0, 101, 5, 7, 3, 94, -3
42: O=c1cnnc(N/N=C/c2ccc3c(c2)OCO3)[nH]1
    -5, 2, 2.6, 101, 7, -27, 1, 105, 1
43: CSc1ccccc1C(=O)Nc1ccc(S(=O)(=O)NC2=NCCCCC2)cc1
    -10, 0, /, 92, 2, 3, 0, 86, /
44: COc1ccc(NC(=O)COc2ccc(/C=N/n3c(C)nnc3C)cc2OC)cc1
    -7, 0, 3.0, 86, 1, 0, -1, 89, -3
45: COc1ccc(CCNC(=O)CCOc2cc(C)ccc2C)cc1OC
    4, 0, -2.2, 93, /, /, /, 82, /
46: CCN(CC)C(=O)C(Sc1nnnn1-c1ccc(O)cc1)c1ccccc1 (centres undefined)
    1, 2, -3.2, 98, -4, 2, 0, 103, 0
47: CCCOc1ccc(C2NC(=O)NC2=O)cc1 (centres undefined)
    -6, 4, -0.1, 103, 5, 10, 4, 111, -2
48: CCn1c(SCC(=O)Nc2ccc(NC(=O)c3cccs3)cc2)nnc1-c1cccnc1
    26, 1, 0.6, 98, 3, 9, 9, 100, 6
49: Cc1cccc2cc(CN(Cc3cccnc3)C(=O)c3ccccc3F)c(Cl)nc12
    7, 0, -0.4, 97, 4, -2, -1, 96, -5
50: Cc1cccc(NC(=O)CO/N=C/c2ccc3c(c2)OCO3)c1
    24, 0, 0.9, 94, 5, 3, 6, 106, -1
51: Cc1ccc(O)c(/C=N/NC(=O)COc2ccc3c(C)cc(=O)oc3c2)c1
    5, 0, -0.7, 97, -1, -12, -12, 112, -11
52: COc1cc(OC)c2ccc(=O)oc2c1C(CCN1CCCC1)c1ccc2c(c1)OCO2 (centres undefined)
    30, 0, 0.5, 109, 19, 1, 4, 106, -1
53: Cc1nc(Nc2ccccc2)sc1C
    19, 2, -0.2, 93, 3, -5, -3, 96, -2
54: Cc1cc(SCc2ccc(Br)cc2)nc(=O)[nH]1
    -2, 2, -11, 100, 1, 4, -5, 95, 1
55: O=C(CSc1nnc(CNC(=O)c2c(F)cccc2Cl)o1)NCCc1ccccc1
    -5, 0, /, 98, -3, 2, 1, 93, 1
56: CC(C)c1ccc(N(C(=O)c2cc3ccccc3oc2=O)C2C=CS(=O)(=O)C2)cc1 (centres undefined)
    -9, 0, -1.5, 88, 2, 5, 11, 93, 1
57: CCN1C(=NCc2ccco2)N[C@@H](c2cccc(C(F)(F)F)c2)C(C(=O)OC)=C1C
    -2, 0, /, 113, 2, /, /, 101, /
58: Cc1[nH]n(S(=O)(=O)Cc2ccccc2)c(=O)c1N=Nc1ccccc1Cl
    7, 0, -1.4, 107, 2, 9, 4, /, 2
59: CCOc1ccc(NS(=O)(=O)c2ccc(NC(=O)C3CCCO3)cc2)cc1 (centres undefined)
    12, 0, 4.9, 101, 0, 4, 2, 97, -1
60: Cn1nc(C(=O)Nc2ccc(-n3cnnn3)cc2)c2ccccc2c1=O
    0, 0, /, 109, 0, /, /, 120, /
